Screening data: PubChem BioAssay, The Scripps Research Institute Molecular Screening Center
CCHFV vOTU inh: blocks the CCHF virus ovarian tumor domain protease. CCHFV vOTU protease, Pep-AMC fluorescence. inhibition, % at 11.5 µM. actives 0.55% (n = 370,000); in the data active = inhibition above about 30%; also: 0% = vehicle wells with enzyme and 100% = no enzyme wells
* = called active by the depositor; & = joins results of further samples. A portion of the library. The share of hits here may be higher or lower than overall.

SMILES	CCHFV vOTU inh
COCCCNC(=O)C[C@H]1C[C@@]2(C(=O)OC)C(=C[C@H](C(C)C)O[C@@H]2C2CC2)N(Cc2ccc3c(c2)OCO3)C1=O	-4
O=C(Nc1ccc(Cl)c(Cl)c1)C1CCCN(c2nnc(-n3cccc3)s2)C1 (stereo unspecified)	12
CC(C)c1cc(C(C)C)c(S(=O)(=O)N2CCCC(C(=O)NCc3cccs3)C2)c(C(C)C)c1 (stereo unspecified)	18
COc1ccc(C#CCNCc2ccc(OC)cc2OC)cc1	4
FC(F)(F)c1cccc(Cn2ccc3ccc(-c4ccc5ccn(Cc6ccccc6)c5c4)cc32)c1	14
COC[C@H]1CCCN1c1cccc2c1S(=O)(=O)N(C1CC1)CCCO2	2
CC(C)(C)c1ccc(S(=O)(=O)N2CCCC2C(=O)N2CCN(c3ccccc3)CC2)cc1 (stereo unspecified)	12
CCn1c(COc2ccc(Cl)cc2)nnc1SCC(=O)Nc1ccc(Oc2ccccc2)cc1	4
CC1=CC2(C(Cc3ccccc3)N(CC3CC3)C(=NC(=O)c3ccccc3)N2C(=O)OCc2ccccc2)n2c(=O)n(-c3ccccc3)c(=O)n2C1 (stereo unspecified)	3
O=S1(=O)c2ccc(Br)cc2OC[C@H](Cc2ccccc2)N1Cc1cn(CCC2OCCCO2)nn1	-2
CCCCOCCCNC(=O)C[C@H]1C[C@@]2(C(=O)OC)C(=C[C@H](C(C)C)O[C@@H]2C2CC2)N(CCC2=CCCCC2)C1=O	39*
CCOC(=O)[C@@]12CN(C(=O)OC(C)(C)C)CC=C1N(Cc1ccc(OC)cc1)C(=O)[C@H]2CC(=O)NCc1ccc(C)o1	8
COC(=O)[C@]1(CNC(=O)NCCc2ccc(OC)c(OC)c2)CC(=O)N(C)[C@@H]1c1ccccc1	-3
CC[C@H](CCCc1ccc(OC)cc1)CCC(=O)N(c1ccccc1)c1ccccc1	10
Cc1ccccc1CN1CCCCC(NC(=O)c2ccc(-c3ccccc3)cc2)C1=O (stereo unspecified)	4
Cc1cccc(NC(=O)CCS(=O)(=O)c2ccccc2)c1C	-3
N#CCCCc1cn(-c2cccc(-c3noc4c3C(=O)N(CC(=O)N3CCOCC3)CC4)c2)nn1	-2
O=C(NCCN1CCC(Cc2ccccc2)CC1)C1CCCN(S(=O)(=O)c2ccccc2[N+](=O)[O-])C1 (stereo unspecified)	-2
CCCCN1C(=O)N2Cc3cc(OC)ccc3C2CS1(=O)=O (stereo unspecified)	-3
CCOC(=O)c1csc(NC(=O)C2CCCN(S(=O)(=O)c3ccc([N+](=O)[O-])cc3)C2)n1 (stereo unspecified)	1
COc1ccc(S[C@]2(C(=O)N3CCN(C(C)=O)CC3)CC(=O)N(C(=O)C3CC3)[C@@H]2c2ccc(OC)cc2)cc1	-3
COc1ccc([C@H]2OC(=O)C[C@H]2C(=O)N2CCN(C(=O)C3CCCO3)CC2)cc1OC (stereo partly specified)	2
CCCCCCCCN1C(=O)N2Cc3ccccc3C2CS1(=O)=O (stereo unspecified)	7
O=S(=O)(c1cc2ccccc2s1)n1c(CN2CCOCC2)nc2ccccc21	0
COC(=O)C1CN(Cc2cn(Cc3ccc(F)cc3)nn2)CCS(=O)(=O)N1Cc1ccc(C)cc1 (stereo unspecified)	-6
CCCCOc1ccc(C(=O)NC2CCCCN(Cc3ccc(C)cc3)C2=O)cc1 (stereo unspecified)	10
Cc1ccccc1NC(=O)CN1C(=O)CCSc2ccccc21	-4
O=C(CSc1nc2sc3c(c2c(=O)n1-c1ccc(Cl)cc1)CCCC3)c1ccccc1Cl	-1
CC(C)N1CCCCC(NC(=O)c2ccc(F)c(F)c2)C1=O (stereo unspecified)	-18
O=C(NCc1ccc(F)c(F)c1)C1CCCN(c2nc3ccccc3o2)C1 (stereo unspecified)	11
S=C(NCc1ccc(Cl)cc1)OC1CCC12CCC(c1ccccc1)CC2 (stereo unspecified)	11&0
CCCCCCC(=O)NC1CCCCN(Cc2ccccc2C)C1=O (stereo unspecified)	13
CCOC(=O)CNC(=O)N(C)[C@H]1C[C@H]2c3[nH]c4c(-c5cccc(C)c5)cccc4c3CCN2C(=O)[C@H]1[C@H](C)O	-25
O=C(Nc1cc(Cl)ccc1F)C1CCCN(c2nnc(-n3cccc3)s2)C1 (stereo unspecified)	6
Cn1ccc2ccc(-c3ccc4c(c3)[C@]3(CCC[C@@H](OCc5ccccc5)[C@@H]3NC(=O)CCc3ccccc3)C(=O)N4Cc3ccccc3)cc21	4
COC(=O)[C@]12C[C@H](CC(=O)NCCCCc3ccccc3)C(=O)N(Cc3ccc4c(c3)OCO4)C1=C[C@H](C(C)C)O[C@@H]2C1CC1	15
N/C(=N\C(=O)OCc1ccccc1)N(Cc1ccccc1)C(C#CC1=CCCCC1)Cc1ccccc1 (stereo unspecified)	26
CC1(C)CC(=O)N(CC(=O)N2CCN(Cc3ccc4c(c3)OCO4)CC2)c2ccccc2S1(=O)=O	-1
CCCCCCCCNC(=O)C1CSCCS(=O)(=O)N1Cc1ccc(F)cc1 (stereo unspecified)	12
O=C(NCCc1ccccc1)OCc1cn(Cc2ccc(F)cc2)nn1	-3
Cc1cc(C)cc(C(=O)OCCN(C)C2CN(Cc3cn(Cc4ccccc4C(F)(F)F)nn3)S(=O)(=O)C2)c1 (stereo unspecified)	11
CN1C(=O)c2cc(NC(=O)Nc3ccc(F)c(F)c3)ccc2OC[C@H]2O[C@@H](CC(=O)O)CC[C@H]21	1
COC(=O)C[C@H]1CC[C@H]2[C@H](COc3ccc(NC(=O)c4cccs4)cc3C(=O)N2C)O1	2
CCOc1ccc(-n2c(SCC(=O)Nc3cc(C)c(NC(=O)c4ccccc4)cc3OC)nnc2-c2cccs2)cc1	0
CCCCCC[C@@H](CN(CCCC)S(C)(=O)=O)c1ccccc1	24
C=CCN1[C@H](CO)[C@H](c2ccc(Br)cc2)[C@@H]1C#N	9
CN1[C@H](Cc2ccccc2)COc2cccc(F)c2S1(=O)=O	3
C=CCN1C(=O)[C@@H](CC(=O)N2CCSCC2)[C@]2(C(=O)OCC)CCCCC/C=C/12	-4
O=C(Nc1cccc([N+](=O)[O-])c1)NC1CCCCN(Cc2cccc(Cl)c2)C1=O (stereo unspecified)	2
CCOC(=O)c1ccc(NC(=O)CSc2nnc(SCc3cccc4ccccc34)s2)cc1	21
Next entries
SMILES	CCHFV vOTU inh
CN(Cc1cn(Cc2ccccc2)nn1)S(=O)(=O)c1ccc(F)cc1Br	-1
CC(C)CN1C(=O)[C@@]2(CC(=O)N(C)C2c2ccccc2)c2cc(-n3cc(-c4ccccc4)nn3)ccc21 (stereo partly specified)	-2
CC1CCN(c2ccc(C(=O)O)cc2NS(=O)(=O)c2ccc(C(C)(C)C)cc2)CC1	29
CCOC(=O)[C@]12CCCCC/C=C\1N(Cc1ccc(OC)cc1)C(=O)[C@H]2CC(=O)NCCC(C)C	17
COC(=O)C1CN(Cc2ccccc2)CCS(=O)(=O)N1Cc1cccc(Cl)c1 (stereo unspecified)	3
C=CCN1C(=O)[C@@H](CC(=O)NCCCCc2ccccc2)[C@]2(C(=O)OCC)CCCCC/C=C/12	8
CCCN1CCS(=O)(=O)N(Cc2cn(Cc3ccccc3)nn2)C(C(=O)OC)C1 (stereo unspecified)	6
CN1CCCN(S(=O)(=O)c2ccc3c(c2)CCC(=O)N3)CC1	-3
Cc1cccc(Cn2cc(COC(=O)N3CCOCC3)nn2)c1	-5
O=C(CNCc1c(F)cccc1F)N1CCC2(CC1)OCCO2	-1
O=C(CSc1nnc(-c2ccco2)n1-c1ccc(Cl)cc1)Nc1ccc(S(=O)(=O)Nc2nccs2)cc1	19
Cn1c(SCC(=O)NCCN2CCCCC2)nc2cccnc21	7
O=C(CN1CCCc2ccccc21)NCc1ccc(F)cc1	1
O=C(NCCc1ccccc1F)c1ccc(Sc2ccccc2Cl)c([N+](=O)[O-])c1	3
C[C@H](O)[C@@H]1CN2CCc3c([nH]c4c(-c5ccccc5)cccc34)[C@@H]2C[C@@H]1N(C)CC1CCCCC1	-5
COc1ccc(-n2c(SCC(=O)Nc3ccccc3-c3ccccc3)nnc2-c2ccco2)cc1	-2
O=C(Cc1cccs1)NC1CCCCN(Cc2ccc(Cl)cc2)C1=O (stereo unspecified)	1
COc1ccc(CN2CCC(CNC(=O)Nc3ccc(C)c(F)c3)CC2)cc1	0
COc1cc(-n2c(C)nc3cc(C(=O)N4CCCN(C(C)=O)CC4)ccc32)cc(OC)c1OC	0
COC(=O)[C@]12C[C@H](CC(=O)NCc3cccc4ccccc34)C(=O)N(Cc3cccc4ccccc34)C1=C[C@H](C(C)C)O[C@@H]2C1CC1	10
COC(=O)[C@]12C[C@H](CC(=O)NCCc3ccccc3OC)C(=O)N(CCc3ccc(OC)c(OC)c3)C1=C[C@H](C(C)C)O[C@@H]2C1CC1	14
COC(=O)C1CN(Cc2ccc(C)cc2)CCS(=O)(=O)N1Cc1cn(Cc2ccc(Cl)cc2)nn1 (stereo unspecified)	10
CCOc1ccc(CCNC(=O)c2cc3sccc3n2CC)cc1OC	-4
COc1ccc2c(c1)CCCN2C(=O)C1CCCN(S(=O)(=O)c2cc(OC)ccc2OC)C1 (stereo unspecified)	-3
C=C(O[C@H]1[C@H](O)CC=C(C(=O)O)[C@@H]1O)C(=O)O	-7
CC(C)[C@@H](CO)N1Cc2nnn(Cc3ccccc3)c2-c2ccccc2S1(=O)=O	-6
CC(C)(C)N1Cc2nnn(CC3CCCCC3)c2-c2cc(F)ccc2S1(=O)=O	7
CCOC(=O)[C@]12CCCCC/C=C\1N(Cc1ccc(OC)cc1)C(=O)[C@H]2CC(=O)N1CCSCC1	6
Cc1ccc(NC(=O)CNCc2ccccc2OCC(=O)Nc2ccc(I)cc2)cc1	12
CCOC(=O)N1CCN(C(=O)C[C@@H]2C(=O)N(CCc3ccc(Cl)cc3)C3=CCCC[C@]32C(=O)OCC)CC1	5
CN(CCOC(=O)CC1C=CCC1)C1CN(Cc2cn(Cc3ccccc3Cl)nn2)S(=O)(=O)C1 (stereo unspecified)	-8
Cc1ccc(Cn2cc(CN3[C@H](Cc4ccccc4)COc4cc(Br)ccc4S3(=O)=O)nn2)cc1	-9
Cc1ccc(-c2cc(-c3nnc(SCC(=O)N4c5ccccc5Sc5ccc(Cl)cc54)n3N)[nH]n2)cc1	3
c1ccc(-c2ccc(C3=Nn4c(nnc4-c4ccccn4)SC3)cc2)cc1	6
COc1ccc(OC)c(S(=O)(=O)N2CCC(c3cn4ccccc4n3)CC2)c1	-24
O=S1(=O)CC(N2CCCC2)CN1 (stereo unspecified)	-4
CCc1nnn2c1Cn1c3ccccc3c(=O)n1[C@@H](C(C)C)C2	-9
C[C@H]1O[C@@H](n2c3ccc(Cl)cc3c3ccc4c5cc(Cl)ccc5[nH]c4c32)[C@H](O)[C@H](O)[C@H]1O	18
Cc1ccc2c(c1)C1CS(=O)(=O)N(CCc3ccccc3)C(=O)N1C2 (stereo unspecified)	18
COC(=O)[C@]1(CNC(=O)Nc2ccc(C)c(Cl)c2)CC(=O)N(C)[C@@H]1c1ccccc1	7
O=C(NCCc1c[nH]c2ccccc12)c1ccc(Sc2ccccc2Cl)c([N+](=O)[O-])c1	6
O=C(c1ccc(Cl)cc1)N1CCC(Oc2cccnc2)CC1	2
CCOC(=O)[C@]12CCCC3=C1N(CCC3)C(=O)[C@@H](CC(=O)N1CCOCC1)C2	-10
COC(=O)C1CN(Cc2cn(CCOC(C)=O)nn2)CCS(=O)(=O)N1Cc1ccccc1 (stereo unspecified)	-2
CC(=O)N1CCc2cc(Br)c(S(=O)(=O)NCc3ccc(Cl)cc3)cc21	-2
CC[C@@]1(c2cccc(Cl)c2)C(=O)N(C(=O)OC(C)C)N1C(=O)OC(C)C	8
CN[C@H]1C[C@H]2c3cc(-c4ccccc4C)ccc3CCN2C[C@H]1[C@H](C)O	12
C#CCNC(=O)C[C@@H]1C(=O)N(CC=C)/C2=C/CCCCC[C@]21C(=O)OCC	1
C[C@@H]1NC(=O)[C@H]2C[C@@]3(c4ccccc4)c4ccccc4N[C@H]3N2C1=O	-6
CCCN(CC1CC1)c1nc(C)nc2c1nnn2Cc1ccccc1	5

Given with bars between the fields: entries from further up
Structure | CCHFV vOTU inh
c1ccc(-c2ccc(C3=Nn4c(nnc4-c4ccccn4)SC3)cc2)cc1 | 6
COc1ccc(OC)c(S(=O)(=O)N2CCC(c3cn4ccccc4n3)CC2)c1 | -24
O=S1(=O)CC(N2CCCC2)CN1 (stereo unspecified) | -4
CCc1nnn2c1Cn1c3ccccc3c(=O)n1[C@@H](C(C)C)C2 | -9
C[C@H]1O[C@@H](n2c3ccc(Cl)cc3c3ccc4c5cc(Cl)ccc5[nH]c4c32)[C@H](O)[C@H](O)[C@H]1O | 18
Cc1ccc2c(c1)C1CS(=O)(=O)N(CCc3ccccc3)C(=O)N1C2 (stereo unspecified) | 18
COC(=O)[C@]1(CNC(=O)Nc2ccc(C)c(Cl)c2)CC(=O)N(C)[C@@H]1c1ccccc1 | 7
O=C(NCCc1c[nH]c2ccccc12)c1ccc(Sc2ccccc2Cl)c([N+](=O)[O-])c1 | 6
O=C(c1ccc(Cl)cc1)N1CCC(Oc2cccnc2)CC1 | 2
CCOC(=O)[C@]12CCCC3=C1N(CCC3)C(=O)[C@@H](CC(=O)N1CCOCC1)C2 | -10
COC(=O)C1CN(Cc2cn(CCOC(C)=O)nn2)CCS(=O)(=O)N1Cc1ccccc1 (stereo unspecified) | -2
CC(=O)N1CCc2cc(Br)c(S(=O)(=O)NCc3ccc(Cl)cc3)cc21 | -2
CC[C@@]1(c2cccc(Cl)c2)C(=O)N(C(=O)OC(C)C)N1C(=O)OC(C)C | 8
CN[C@H]1C[C@H]2c3cc(-c4ccccc4C)ccc3CCN2C[C@H]1[C@H](C)O | 12

Following part.
SMILES	CCHFV vOTU inh
CCOC(=O)[C@]12CCCC3=C1N(CCC3)C(=O)[C@@H](CC(=O)NCc1ccc(C)o1)C2	-1
S=C(Nc1ccc(I)cc1)OC1CCC12CCC(c1ccccc1)CC2 (stereo unspecified)	4
Fc1ccc(-c2n[nH]c(=S)n2N=Cc2cccc(OCc3ccccc3)c2)cc1	15
C=CCN1C(=O)[C@H](CC(=O)N2CCN(C(=O)C3CC3)CC2)[C@@]2(C(=O)OCC)CCCC=C12	-3
Cc1ccc(C2CCC3(CCC(=O)N3CCOC(=O)Nc3ccc(F)cc3)CC2)cc1 (stereo unspecified)	22&2
